Screens: PubChem BioAssay, National Center for Advancing Translational Sciences (NCATS)
PI4K2A block = qHTS for small molecular inhibitors of PI4K2A | Phosphatidylinositol 4-kinase type 2-alpha (Homo sapiens), Q9BTU6 | purified PI4K2A, ADP-Glo luminescence, 1 h; hits give low values | activity change, negative = inhibition, % at 76.9 µM | 420,000 compounds, 0.13% hits; in the data active means activity change below about -50%; inconclusive means mostly about -30% to -49%;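 further: -100% = wells without enzyme as full effect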
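PI4K2A activity was measured by ADP-Glo luminescence: enzyme (4 ug/mL stock) and phosphatidylinositol (1.2 mM stock) in Tris pH 7.5/MgCl2/EGTA/Triton X-100 buffer were reacted with ATP (300 microM stock) for one hour at ambient temperature.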
Pin1 inhibitor = qHTS Assay to Find Inhibitors of Pin1. Peptidyl-prolyl cis-trans isomerase NIMA-interacting 1 (Homo sapiens), Q13526. Pin1 FP peptide displacement, HiFluor488, 10 min. Potency, µM (top dose mostly 115 µM), for the others: top-dose activity, negative = inhibition, actives largely listed as inhibitors. 390,000 compounds, 0.009% hits. AID 504891, 2011; active means well fitted inhibition curve with a large enough effect in the polarisation, with a control signal flat, not every such curve was filed as active; inconclusive means small, poorly fitted or top-dose-only effect, or effect the other way, or a change in a side signal; inactive means no such curve, though single readings can be large or run the other way; the % refers to the polarisation; further: potency means the concentration at half of the fitted maximal effect; on the % scale 0 is the no-effect control and ±100 the full control effect
ERG Ets-DNA blk = qHTS for Small Molecule Inhibitors of the ERG Ets/DNA interaction; Transcriptional regulator ERG (Homo sapiens), P11308; Potency, µM (series often up to 76.9 µM), inactives show at the top dose FP activity, negative = inhibition, hits mostly inhibitors; 370,000 compounds, 0.028% hits; AID 624246, 2012; fluorescence polarization, His-ERG Ets domain / labelled DNA; active means well fitted inhibition curve with a large enough effect in the polarisation, with a control signal flat; inconclusive means small, poorly fitted or top-dose-only effect, or effect the other way, or a change in a side signal; inactive means no such curve, though single readings can be large or run the other way; the % refers to the polarisation;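 further: polarization taken with two DNA probes labelled with fluorescein and Texas red; potency means the concentration at half of the fitted maximal effect; % of control where 0% means no effect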
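His-tagged ERG Ets domain (1 uM in the protein solution; 300mM KCl, 50mM Tris-HCl, 1mM EDTA, 1mM DTT, pH 7.5) received compound, then a probe mix of 5 nM fluorescein-DNA and 100nM Texas-615-DNA. Fluorescence polarization was read for both dyes.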
BAZ2B inh = qHTS Assay for Inhibitors of BAZ2B | AlphaScreen BAZ2B-H3K14Ac peptide displacement | Potency, µM (titrated, usually from 114 µM), inactives show top-dose activity change, negative = inhibition, hits mostly inhibitors | 360,000 compounds, 4.4% hits | Bromodomain adjacent to zinc finger domain protein 2B (Homo sapiens), Q9UIF8; further: potency means the concentration at half of the fitted maximal effect; on the % scale 0 is the no-effect control and ±100 the full control effect; nearly all actives have a fitted effect of over 60% in size
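Compounds, titrated to a top concentration of 110 uM, were incubated 30 min at room temperature with preformed BAZ2B/acetyl-K14 H3 peptide complex (50 nM each). Proximity signal was measured by AlphaScreen after 20 min with beads.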
HP1b chromo inh = HTS for Inhibitors of HP1-beta Chromodomain Interactions with Methylated Histone Tails | Potency, µM (highest dose often 114 µM), inactives show top-dose activity change, negative = inhibition, most hits filed as inhibitors | 390,000 compounds, 0.56% hits | AlphaScreen HP1-beta / biotin-H3K9me3 peptide binding | AID 540317, 2011 | Chromobox protein homolog 1 (Homo sapiens), P83916; further: potency means the concentration at half of the fitted maximal effect; nearly all actives have a fitted effect of over 70% in size; inactives centre near 23
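Compound inhibition of the preformed complex between 50 nM HP1-beta and 50 nM biotinylated H3K9me3 peptide was read by AlphaScreen. Buffer was PBS pH 7.4 with 0.01% Tween-20. Incubations ran 30 min at room temperature, with 10 ug/mL donor/acceptor beads.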
PGK inhibitor = qHTS Assay to Find Inhibitors of Phosphoglycerate Kinase; Phosphoglycerate kinase, glycosomal (Trypanosoma brucei brucei), P07378; PGK/GAPDH coupled, Kinase-Glo luminescence, 60 min; Potency, µM (titrated, usually from 57.5 µM), inactives show at the top dose activity change, negative = inhibition, actives largely listed as inhibitors; 380,000 compounds, 0.043% hits; further: potency means the concentration at half of the fitted maximal effect; on the % scale 0 is the no-effect control and ±100 the full control effect; nearly all actives have a fitted effect of over 60% in size
Target sequence (P07378 whole entry, looked up): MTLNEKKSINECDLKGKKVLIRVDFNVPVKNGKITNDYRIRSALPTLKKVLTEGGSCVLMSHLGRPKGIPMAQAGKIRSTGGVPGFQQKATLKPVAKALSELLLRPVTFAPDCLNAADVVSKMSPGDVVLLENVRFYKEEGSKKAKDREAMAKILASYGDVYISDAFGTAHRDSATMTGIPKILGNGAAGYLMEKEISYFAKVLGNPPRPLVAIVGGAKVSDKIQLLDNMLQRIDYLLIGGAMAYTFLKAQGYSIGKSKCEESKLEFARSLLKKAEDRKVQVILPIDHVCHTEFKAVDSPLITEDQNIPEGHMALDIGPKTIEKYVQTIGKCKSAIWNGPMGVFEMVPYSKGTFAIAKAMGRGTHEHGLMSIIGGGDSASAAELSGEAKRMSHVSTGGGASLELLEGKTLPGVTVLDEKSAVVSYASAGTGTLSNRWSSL
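Luminescent ATP detection (Kinase-Glo Plus) follows a 60-minute room-temperature incubation, with wells lacking PGK as controls. Buffer: 100 mM TEA (pH 7.6), 5 mM MgCl2, 0.01% Tween-20. Coupling enzyme GAPDH (100 nM final) supplies unstable 1,3-BPG in-well.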
JMJD2A Tudor = qHTS Assay for Inhibitors of JMJD2A-Tudor Domain. Lysine-specific demethylase 4A (Homo sapiens), O75164. AlphaScreen JMJD2A-Tudor / H3K4me3 peptide binding. Potency, µM (titrated, usually from 114 µM), inactives show top-dose activity change, negative = inhibition, hits mostly inhibitors. 390,000 compounds, 4.4% hits; further: potency means the concentration at half of the fitted maximal effect; on the % scale 0 is the no-effect control and ±100 the full control effect; nearly all actives have a fitted effect of over 50% in size
GLS inh = qHTS for Inhibitors of Glutaminase (GLS); Glutaminase kidney isoform, mitochondrial (Homo sapiens), O94925; GLS enzymatic activity, qHTS titration; Potency, µM (doses to about 45.5 µM), for inactives: at the top dose activity change, negative = inhibition, usual class: inhibitors; 410,000 compounds, 0.21% hits; further: potency means the concentration at half of the fitted maximal effect; on the % scale 0 is the no-effect control and ±100 the full control effect
Target sequence (O94925 whole entry, looked up, canonical isoform): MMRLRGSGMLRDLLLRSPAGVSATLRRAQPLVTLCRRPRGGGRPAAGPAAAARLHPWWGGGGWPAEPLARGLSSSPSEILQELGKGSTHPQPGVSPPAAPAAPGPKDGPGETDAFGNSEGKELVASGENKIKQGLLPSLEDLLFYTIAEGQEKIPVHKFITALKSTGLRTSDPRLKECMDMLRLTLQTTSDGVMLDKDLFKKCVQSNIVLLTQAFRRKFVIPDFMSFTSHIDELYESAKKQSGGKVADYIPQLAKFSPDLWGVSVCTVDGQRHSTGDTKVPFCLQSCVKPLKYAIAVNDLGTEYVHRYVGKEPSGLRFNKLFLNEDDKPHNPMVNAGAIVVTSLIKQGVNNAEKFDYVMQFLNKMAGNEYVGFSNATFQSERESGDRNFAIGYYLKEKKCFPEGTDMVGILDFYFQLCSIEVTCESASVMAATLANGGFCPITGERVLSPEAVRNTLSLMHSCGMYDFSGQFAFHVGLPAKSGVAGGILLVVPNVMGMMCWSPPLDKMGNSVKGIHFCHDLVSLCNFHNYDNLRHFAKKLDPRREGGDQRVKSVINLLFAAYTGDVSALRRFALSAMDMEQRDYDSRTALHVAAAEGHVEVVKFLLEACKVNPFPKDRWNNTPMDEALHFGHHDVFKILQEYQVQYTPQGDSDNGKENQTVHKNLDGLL
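Human kidney-isoform GLS in 45 mM KH2PO4 pH 8.2, 0.02% Tween-20, with compound, started with 1mM L-Glutamine (added stock). Glutamate oxidase/HRP/Amplex red coupled fluorescence read at start and after 30 min at RT.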
G9a block = qHTS Assay for Inhibitors of Histone Lysine Methyltransferase G9a; Histone-lysine N-methyltransferase EHMT2 (Homo sapiens), Q96KQ7; G9a H3K9 monomethylation, AlphaScreen, 2 h; Potency, µM (series often up to 102 µM), inactives show at the top dose activity, negative = inhibition, most hits filed as inhibitors; 350,000 compounds, 8.8% hits; further: potency means the concentration at half of the fitted maximal effect; on the % scale 0 is the no-effect control and ±100 the full control effect; nearly all actives have a fitted effect of over 75% in size
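Chemiluminescent proximity detection of H3K9 monomethylation, read after 10 min bead incubation in the dark. Reaction: 20 nM G9a, 500 nM biotin-H3K9 peptide, 20 uM SAM cofactor, 2 h, room temperature, following 15 min enzyme-compound preincubation.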
* marks the source's active call; other numbers are inactive results; i = inactive; ? = inconclusive; . = no result given; [ ] = another dose, or the depositor's remark. Unless noted, the call rests on the fitted dose curve; in most records, active means well fitted curve in the direction sought with a large enough effect; inconclusive means small, poorly fitted or top-dose-only effect, or another doubt; inactive means no such curve, though single readings can be large; an effect the other way counts as inactive or inconclusive. Outcome played no part in choosing rows; any-hit rate near 11%.

Second line of a record – PGK inhibitor, BAZ2B inh, GLS inh, HP1b chromo inh, JMJD2A Tudor, Pin1 inhibitor, ERG Ets-DNA blk, G9a block, PI4K2A block
> COc1ccc(S(=O)(=O)N2CCCC(C(=O)N3CCN(C)CC3)C2)cc1C (stereo unspecified)
  -8.8%, 6.0%, -1.5%, 25.1%, -6.2%, -6.6%, -13.7%, 3.8%[59 µM], 0.5
> Cc1nc2ccccn2c1CN(C)C(=O)C1CCC(=O)N(Cc2cccc(F)c2)C1 (stereo unspecified)
  -7.3%, -1.9%, 15.9%, 23.2%, -8.3%, -4.5%, -5.4%, 1.7%, -2.8
> O=C(CCSc1ccc(F)cc1)NNC(=O)c1ccccc1Cl
  -2.1%, -5.1%, -0.5%, 46.1%[activator], 10.1%, -2.7%, -9.9%, 2.8%[59 µM], 9.4
> O=S(=O)(c1ccc(-c2csc(Nc3ccc(F)cc3)n2)cc1)N1CCCC1
  8.6%, -5.4%, -2.1%, 12.5%, -12.3%, 0.8%, -0.9%, ?, 1.9
> COc1cc(NC(=O)c2oc3c(c2C)-c2nn(Cc4cccc(Cl)c4)cc2CC3)cc(OC)c1
  4.9%, -13.4%, 3.0%, 29.3%, -15.8%, -7.3%, 8.8%, -3.3%[59 µM], 2.8
> Cc1cccc(OCC(=O)Nc2ccc3c(c2)nc(CCN2CCC(C)CC2)n3C)c1
  -4.6%, -15.6%[57.1 µM], -8.2%, 34.4%, -16.0%, -7.2%, 2.6%, -9.6%, 11.1
> COCC(=O)Nc1ccccc1C#N
  -7.5%, 9.4%, 1.7%, 19.4%, -1.4%, -0.6%, -6.0%, 11.4%[59 µM], 6.7
> COc1ccc(NC(=O)c2cc(S(=O)(=O)N3CCCCC3)ccc2OC)cc1
  5.2%, -32.0%[57.1 µM], 0.6%, 29.2%, -19.9%, -0.6%, 0.6%, 3.7%, 0.2
> Cn1cccc1CC(=O)NNC(=S)NC(=O)c1ccc(F)cc1
  -12.5%, 6.1%, 17.4%, 6.7%, -30.4%, 2.4%, ?, ., -8.3
> COc1cc(/C=C/C(=O)O)cc(S(=O)(=O)Nc2ccc3c(c2)CCC3)c1OC
  i, 2.1%, 0.7%, 10.2%, -11.9%, -16.3%, -19.0%, ?, -6.2
> CC(C)(C)CC(=O)Nc1nnc(-c2cccs2)s1
  -2.3%, -3.6%, -8.3%, 14.1%, 12.2%, 0.7%, 6.5%, ?, -2.2
> CCNC(=S)N(Cc1ccc2c(c1)OCO2)C1CC(=O)N(c2ccc(OC)cc2)C1=O (stereo unspecified)
  1.8%, 6.2%, 12.4%, 7.6%, -6.9%, -0.1%, 2.2%, ?, 3.0
> COc1ccccc1C(=O)NCCC(=O)N(C)Cc1cccs1
  -7.1%, 4.3%, 3.6%, 19.2%, -6.9%, -8.3%, -0.6%, -31.6%, 1.5
> COc1ccccc1C(=O)NC(=O)OCCn1c(C)cnc1[N+](=O)[O-]
  -1.2%, -10.7%, -1.8%, 38.3%, -12.7%, -4.9%, -11.1%, 3.2%, 2.3
> COc1cn(-c2ccccc2)nc1C(=O)Nc1ccc(C)cc1
  6.8%, -4.1%, 1.8%, 13.7%, -15.5%, 2.9%, 3.0%, -2.6%, 2.1
> S=C(NCCc1ccccc1)Nc1ccc(Nc2ccccc2)cc1
  i, 8.91µM*, ?, 11.2µM*, 17.8µM*, -1.7%, 5.2%, ., -5.8
> Nc1nnc(SCC(=O)Nc2ccc(N3CCOCC3)cc2)s1
  -3.3%, 0.4%, 37.2%[activator], 27.6%, -6.9%, 3.3%, -1.4%, ?, 3.6
> O=C(/C=C/c1ccc(-c2ccccc2[N+](=O)[O-])o1)c1ccc(Br)cc1
  0.2%, 28.2µM*, -6.8%, -35.8%, ?, 9.7%, 8.8%, 25.1µM*, 11.1
> COc1ccc(NC(=O)c2cnc(Nc3ccc(C)c(Cl)c3)c3ccccc23)cc1OC
  -1.4%, 0.5%, 0.2%, 23.7%, 3.1%, -4.5%, -25.5%, 4.0%[59 µM], -5.7
> O=C(NCCC(=O)N(CCc1ccccc1)Cc1ccccc1)c1ccc([N+](=O)[O-])cc1
  -1.9%, -38.6%, 0.0%, -2.9%, ?, -2.2%, -9.2%, 9.6%[0.501 µM], -1.7
> COc1cccc(CC(NC(C)=O)C(=O)NC2CCN(C(=O)C3CCCCC3)CC2)c1OC (stereo unspecified)
  16.2%, -0.7%, -0.8%, 29.7%, -4.2%, 3.7%, -6.9%, -1.2%, 1.4
> Cc1nc2ccc(C(=O)OCC(=O)N(C)c3ccccc3)cc2nc1C
  -5.5%, 1.4%, 6.7%, 9.0%, -22.1%, 1.5%, -8.7%, -37.2%, 0.5
> CCOc1cc(NC(=S)NCc2ccco2)c(OCC)cc1NC(=O)CC(C)C
  i, 15.0%, 11.4%, 1.0%, -8.6%, -6.6%, 5.5%, 7.8%, 2.1
> CCOC(=O)c1ccc2c(c1)nc(COc1ccc3ccccc3c1)n2CC
  -16.2%, 3.4%, -1.2%, 23.3%, -16.9%, 1.9%, 5.8%, 19.0%[59 µM], 16.4
> CCC1(C)N(O)C(C)(C)C(c2ccc(OC)cc2)=[N+]1[O-] (stereo unspecified)
  ., 4.6%, 29.9%, 14.7%, -4.1%, -0.9%, ., -8.4%[59 µM], -4.5
> N#Cc1ccccc1Cn1c(=O)n(-c2ccc(F)c(Cl)c2)c(=O)c2sccc21
  3.6%, 3.4%, -8.6%, 46.3%[activator], -4.4%, -0.7%, -0.4%, -37.7%[59 µM], 3.2
> O=C(CCNC(=O)c1ccc(Cl)cc1)NCCC1=CCCCC1
  9.3%, 12.4%, 11.6%, 1.8%, -10.2%, 2.9%, -11.5%, -12.6%[2.33 µM], -1.9
> CC(=O)N1C(=S)NC(=O)/C1=C1/C(=O)N(CC(=O)Nc2cccc(C)c2)c2ccccc21
  -5.5%, 0.4%, 3.4%, 15.0%, -9.9%, -2.2%, -3.0%, ?, 4.0
> CC(C)Oc1cccc(C(=O)C2CCCN(Cc3ccc4nonc4c3)C2)c1 (stereo unspecified)
  i, 18.6%, -8.3%, 109.7%[activator], 25.4%, -6.2%, ?, 46.3%[activator], -1.9
> O=C(NCCS(=O)(=O)N1CCN(c2ccc(F)cc2)CC1)c1ccco1
  -1.4%, -4.3%, -14.8%, 19.2%, -15.4%, 2.1%, 7.2%, -19.6%, -0.7

The list goes on.
Second line of a record – PGK inhibitor, BAZ2B inh, GLS inh, HP1b chromo inh, JMJD2A Tudor, Pin1 inhibitor, ERG Ets-DNA blk, G9a block, PI4K2A block
> CC(=O)NCC(=O)N(c1ccccc1)C1(C(=O)NC2CCCCC2)CCCCC1
  -7.0%, 12.7%, -3.6%, 19.6%, 9.4%, 0.3%, -6.2%, ?, -0.2
> CC(=O)c1ccccc1NC(=O)CSc1n[nH]c(=O)n1C1CC1
  0.0%, ., 0.3%, 7.3%[57 µM], -22.8%, 2.8%, -7.2%, ., -9.1
> Cc1ccc(NCc2nc3ccccc3n2C)cc1C
  -3.0%, 3.3%, -4.5%, 32.2%, -34.5%, -7.3%, -0.9%, -9.5%[0.501 µM], -1.7
> CCCCn1cc2c(c1-c1ccc(Br)cc1)c(=O)n(C)c(=O)n2C
  i, -23.6%, 8.9%, 22.4%, -25.8%, -1.9%, -0.5%, ?, -13.6
> Cc1cccc(C)c1NC(=O)CN1C(=O)C2CC=CCC2C1=O (stereo unspecified)
  i, -1.5%, -0.5%, 66.5%[activator], -1.4%, 7.9%, 2.9%, -2.1%[12.7 µM], -0.9
> CC(C)OC(=O)c1cc2ccccc2[nH]1
  -2.7%, 3.0%, 0.3%, 39.3%, -6.7%, -1.0%, -0.3%, -6.5%[59 µM], -3.3
> O=C(Nc1ccon1)c1cccc(C(F)(F)F)c1
  -2.8%, -4.6%, 0.2%, 39.0%, 14.3%, -9.6%, 0.2%, -2.4%[12.7 µM], 2.8
> C/C(=N\NC(N)=S)c1cc(-c2ccccc2)c(-c2ccccc2)s1
  i, ?, 0.8%, -18.2%, ?, -10.3%, -6.3%, ?, 0.8
> Cc1cc(C)cc(NC(=O)Cc2ccc(-n3cccc3)cc2)c1
  i, -9.5%, -4.5%, 28.2%, 11.3%[57.1 µM], -1.4%, -1.5%, 20.4%, 5.1
> CCCC(=O)Nc1ccc(S(=O)(=O)Nc2nccs2)cc1
  -5.6%, ., 18.0%, 27.4%, -6.6%, -9.9%, -12.8%, ., -3.0
> COc1ccc(C(=O)Nc2ccc3c(c2)Cc2ccccc2-3)cc1
  -5.7%, -4.2%, -10.1%, 17.6%, -10.3%, 2.3%, 1.0%, 33.7%[activator], 8.0
